From PubChem
Growth percent in the NCI-60 one-dose screen (48 h, 10 µM unless noted): 100 = growth as untreated, 0 = no growth, -100 = all killed.
SF-268 = SF-268 CNS cancer cells. 82,000 compounds, 3.1% hits. AID 1794759
SF-539 = SF-539 CNS cancer; 81,000 compounds, 6.8% hits
PC-3 = PC-3 prostate cancer cells; 80,000 compounds, 3.9% hits
HCC-2998 = HCC-2998 colon cancer; AID 1794799; 79,000 compounds, 4.7% hits
SF-295 = SF-295 CNS cancer cells | 79,000 compounds, 5.6% hits | AID 1794758
SNB-75 = SNB-75 CNS cancer; AID 1794750; 79,000 compounds, 5% hits
SNB-19 = SNB-19 CNS cancer cells; 81,000 compounds, 2.5% hits; AID 1794751
U251 = U251 CNS tumor cells. 80,000 compounds, 5.4% hits
* = called active by the depositor; . = no result given; & = joins results of further samples; ! = a repeat was not active. How the source made its calls: active means growth percent below 10; inactive means the rest.

structure	SF-268	SF-539	PC-3	HCC-2998	SF-295	SNB-75	SNB-19	U251
COc1cc(OC)c2sc(-c3ccc(-n4cncc4-c4ccc(OC)c(OC)c4)cc3)nc2c1	61	67	28	76	49	87	67	46
Nc1ncnc2c1c(-c1ccccc1)nn2CC(=O)N1CCCCC1	89	93	95	97	100	84	100	98
Cc1nc2sc3c(c2c(C)c1Br)NC(c1ccccn1)NC3=O (stereo not drawn)	48	63	35	65	35	80	43	27
O=C(NCCNc1cc(-c2cn(-c3ccccc3)nc2-c2cccc(O)c2)ccn1)Nc1ccc(F)cc1	70	42	70	86	75	62	85	58
COc1cc2c(cc1OCCCN1CCN(CCCn3c4ccccc4c4ccccc43)CC1)N=C[C@@H]1CCCN1C2=O	-88*	-91*	-65*	-86*	-92*	-99*	-50*	-99*
CCOC(=O)C1=C(C)NC(=O)NC1c1ccc(OCC(=O)N/N=C/c2ccc(Cl)cc2)cc1 (stereo not drawn)	95	91	89	98	100	79	90	92
N#C/C(=C\c1ccc(Br)cc1)C(N)=O	103	107	99	109	105	86	98	105
COc1ccc(C2CC(c3cc(Cl)c(C)cc3OC)=NN2c2ccc(S(N)(=O)=O)cc2)cc1OC (stereo not drawn)	90	103	52	100	123	84	101	78
CC(C)(C)NC(=O)CN(C(=O)c1ccccc1C(=O)NCc1ccco1)C(C)(C)C	101	99	92	100	107	102	99	95
Clc1ccc(C(=Cc2ccccc2)c2ccc(Cl)cc2)cc1	98	96	101	109	101	91	106	103
O=C(/C(=C/c1ccc([N+](=O)[O-])cc1)c1ccccc1)c1ccccc1	28	83	59	.	68	71	76	53
CC(C)Cc1ccc(C(C)c2nnc(NC(=S)Nc3ccccc3)s2)cc1 (stereo not drawn)	90	104	84	112	84	84	100	91
CSc1ncnc2ncn(C)c12	97	108	94	.	111	91	99	101
COc1cc(NS(=O)(=O)c2ccccc2)ccc1C	111	101	97	108	94	91	101	.
CCOC(=O)C1=C2C=Cc3c(ccc4ccccc34)N2C(C(=O)C(C)(C)C)C1 (stereo not drawn)	105	105	106	122	99	99	108	96
CCCCCCCC[C@@H](O)CC(=O)N[C@@H](CC(N)=O)C(=O)N[C@@H](CCC(N)=O)C(=O)N[C@@H](CC(=O)c1cc(C)cc(O)c1C(=O)c1c(O)cccc1O)CC(C)C	9.6*	-5.8*	11	-73*	21	.	24	4.5*
O=C1/C(=C\c2ccc(Cl)cc2)N=C(c2cnccn2)N1c1cccc2cccnc12	95	92	78	92	99	74	.	96
CC1=C(C(=O)Nc2ccccc2)C(c2cccc3ccccc23)n2c(nc3ccccc32)N1 (stereo not drawn)	20	44	31	91	32	-63*	20	25
COC(=O)c1nc(-c2ccccc2)oc1Nc1ccc(C)cc1	91	100	78	110	102	80	98	92
CCCCn1cnc2c(SCc3ccccc3F)nc(N)nc21	90	112	.	109	98	103	102	100
Nc1nc2c(c3ncccc13)C(c1cccc(Cl)c1)Cc1ncccc1-2 (stereo not drawn)	46	-20*	18	34	0.8*	32	21	16
CC12CC[C@@H]3[C@]4(C)COC(c5cn(-c6ccccc6)nc5-c5ccccc5)O[C@@H]4CC[C@@]3(C)[C@@H]1CC(C1=CCOC1=O)O2 (stereo partly drawn)	87	87	40	86	79	83	88	76
Cc1ccc(NCc2cn(-c3ccc(C(=O)O)cc3)nc2-c2ccc(C(=O)O)cc2)cc1Cl	98	99	99	104	103	101	100	104
COc1cc(C)ccc1Oc1nc(Nc2ccc(N3CCOCC3)cc2)ncc1NCc1cccc(OC(F)(F)F)c1	97	114	98	97	104	85	107	106
Cc1cc(C)c2nc3nc(C)cc(C)c3c(N)c2c1	20	14	.	11	30	53	35	15
CN1CCN(c2nc3ccccc3c3c(=O)c4cc(F)ccc4sc23)CC1	60	72	69	33	98	72	68	58
S=c1[nH]cc[nH]1	102	101	97	100	95	101	114	.
CCOC(=O)c1c2c(n(-c3ccccc3)c1-c1ccccc1)C=CCCC2	105	114	83	105	105	89	98	97
COC(=O)C1=C(C(=O)c2ccccc2)C(c2ccc(OC)c(OC)c2)C(C#N)=C(N)O1 (stereo not drawn)	111	108	92	106	91	99	102	98
Cc1cc(C)c(/C=C2\C(=O)Nc3c2ccc(Cl)c3Cl)[nH]1	95	89	83	107	106	67	100	110
N#Cc1ncc(Br)c(NC2CCCCCC2)n1	111	99	92	111	93	84	92	92
Clc1cccc(-c2nc(N3CCOCC3)c3c4c(sc3n2)CCCC4)c1	95	93	106	106	103	90	100	96
CCCCCn1ncc(-c2c(O)c(O)cc3c(O)c(-c4c(C)cc5c(-c6cnn(CCCCC)n6)c(O)c(O)cc5c4O)c(C)cc23)n1	5.2*	3.3*	-25*	0.1*	10	34	22	-33*
CCCCCCCCCC1OCC(C)(C)C(C(C)C)O1 (stereo not drawn)	101	95	96	115	100	96	103	99
CC(C)(Oc1ccc(C2CC2(Cl)Cl)cc1)C(=O)NCc1ccccc1 (stereo not drawn)	92	95	101	113	81	91	92	89
COc1cc(-c2nc3ccccc3[nH]2)ccc1OCC(=O)N=Nc1c(O)[nH]c2ccc([N+](=O)[O-])cc12	101	104	103	112	103	95	104	105
CCCS(=O)(=O)Oc1ccc2c3c(c(=O)oc2c1)CCCCC3	111	93	91	114	103	100	100	85
O=C(Nc1ncc(Cc2ccccc2)s1)c1sc2ccccc2c1Cl	52	-1.4*	27	18	18	-1.1*	53	21
Cc1ccc(C)c2c1CCC(C)C2=O (stereo not drawn)	110	97	112	105	99	90	101	109
CC(=O)c1ccc(Nc2nccc(-c3ccc(Cl)cc3)n2)cc1	93	92	90	114	101	105	98	78
CCOC(=O)C(=Cn1c(=S)[nH]c2ccc([N+](=O)[O-])cc21)C(=O)OCC	100	104	91	100	105	95	100	96
O=C1Nc2cc(OC(F)(F)F)ccc2Oc2ccc(-c3ccnc(N4CCNCC4)c3)cc21	27	-90*	14	-77*	-26*	-5.0*	27	-79*
CNC(=O)c1nc(Nc2ccc(NC(=O)Nc3ccc(Cl)c(C(F)(F)F)c3)cc2)c2ccccc2n1	104	94	106	105	106	83	101	102
Cc1ccc(C2C=CC(C#N)=CN2Cc2ccccc2)cc1 (stereo not drawn)	104	97	88	80	85	89	91	.
O=C1c2ccccc2C(=O)N1CCCSc1nc2ccccc2c(=O)n1CCc1ccccc1	98	114	50	104	80	101	97	86

Reformatted with values under each structure: four of the compounds above.
Values run as follows: SF-268 | SF-539 | PC-3 | HCC-2998 | SF-295 | SNB-75 | SNB-19 | U251
- O=C1Nc2cc(OC(F)(F)F)ccc2Oc2ccc(-c3ccnc(N4CCNCC4)c3)cc21
  27 | -90* | 14 | -77* | -26* | -5.0* | 27 | -79*
- CNC(=O)c1nc(Nc2ccc(NC(=O)Nc3ccc(Cl)c(C(F)(F)F)c3)cc2)c2ccccc2n1
  104 | 94 | 106 | 105 | 106 | 83 | 101 | 102
- Cc1ccc(C2C=CC(C#N)=CN2Cc2ccccc2)cc1 (stereo not drawn)
  104 | 97 | 88 | 80 | 85 | 89 | 91 | .
- O=C1c2ccccc2C(=O)N1CCCSc1nc2ccccc2c(=O)n1CCc1ccccc1
  98 | 114 | 50 | 104 | 80 | 101 | 97 | 86

Continuation.
structure	SF-268	SF-539	PC-3	HCC-2998	SF-295	SNB-75	SNB-19	U251
CCCCCCCCCCCCN1CCCC(C)C1 (stereo not drawn)	90	86	67	87	.	73	101	.
COc1cc2nc(N3CCCC3)nc(NCC3CCCCC3)c2cc1OC	74	-84*	25	-60*	-71*	93	83	.
OCCCc1ccccc1	108	112	100	108	107	89	99	96
CC[S+](CC)CC(=O)c1ccc(Br)cc1	126	104	100	110	108	.	96	101
Cn1ncc2c1CCc1cc(S(=O)(=O)c3ccccc3)c(=O)[nH]c1-2	106	99	93	97	99	84	.	100
CC1=NNC(=O)/C1=C/c1ccccc1Cl	105	106	109	105	119	85	103	100
C=CCc1cc(C(C)=O)cc(OC)c1O	97	125	106	96	119	89	105	103
O=S(=O)(Cc1c[nH]c2ccccc12)c1ccccc1	110	94	90	99	98	78	95	99
CCc1ccc(Cc2cnc(NC(=O)c3cc(C)oc3C)s2)cc1	49	31	38	58	32	-4.4*	37	33
C=C1C(=O)O[C@H]2[C@H]1CC/C(COC(=O)C(=O)c1cn(C)c3ccc(OC)cc13)=C\CC[C@@]1(C)O[C@@H]21	-41*	-67*	-59*	-65*	10	-77*	-14*	-92*
COC(/C=C\C(OC)OC)OC	90	99	98	113	101	94	.	103
O=C1Cc2ccccc2C(=O)O1	110	103	85	112	107	96	103	104
N#Cc1c(-c2ccc(Cl)cc2Cl)nc(SCC(=O)c2ccc(Br)cc2)[nH]c1=O	91	99	87	103	82	88	96	96
Cc1ccc2oc(=O)cc(CSC(=S)N3CCCCC3)c2c1	88	97	92	109	98	.	90	92
CCCCCCCCCc1ccc(OC(=O)CC)cc1	101	106	95	96	101	96	115	100
NS(=O)(=O)c1ccc(CCN2C(=O)/C(=C\c3ccccc3)C=C2c2ccc(Cl)cc2)cc1	91	100	90	105	100	59	87	99
O=C(O)Cc1cccc2ccccc12	109	108	106	96	110	82	116	95
COc1ccc2oc(=O)cc(COc3ccc(OCc4ccccc4)cc3)c2c1	93	105	94	105	99	98	102	94
O=S(=O)(Cc1ccc(Cl)cc1)Oc1ccc(Cl)cc1	112	108	112	95	103	106	101	103
Fc1ccc(-c2ccnc3nc(-c4ccncc4)nn23)cc1	97	101	97	.	111	90	112	104
COc1ccc2[nH]c(=O)c(C=O)cc2c1	112	96	87	111	102	92	98	101
CCOc1c(C#N)c(Nc2ccc(S(N)(=O)=O)cc2)c(C#N)c2nnc(Nc3ccccc3)n12	105	107	103	106	105	108	99	106
c1ccc2c3c([nH]c2c1)CCCC3	122	105	92	109	119	86	104	95
O=C(C[C@]1(O)C(=O)Nc2ccc(Br)cc21)c1ccccc1	101	106	94	107	109	104	92	112
C=CCNC(=S)/N=C/C(C(=O)Nc1ccccc1)=C(/C)O	100	107	93	110	107	94	100	92
O=c1oc2ccc(-c3ccc(F)cc3F)cc2c(=O)n1-c1ccc(Cl)c(C(F)(F)F)c1	12&14	-7.5*!	0.2*	2.2*!	-74*!	-4.0*	15&34	8.0*
CCOC1OCN(C)CC1(C)C (stereo not drawn)	108	101	99	119	.	82	99	97
O=C1Nc2c(ccc(Cl)c2Cl)/C1=C/c1ccncc1	110	95	83	107	98	90	.	103
C/C(=C\C(=N\N=C(N)N)c1ccc(Cl)cc1)c1ccc(Cl)cc1	-89*	-74*	-80*	-87*	.	-83*	-80*	-93*
CC(=O)Nc1cccc(C(=O)C2=Cc3cccn3Cc3cnnn32)c1	95	111	84	100	102	.	82	93
C(CCCSC1=NCCN1)CCSC1=NCCN1	106	101	65	103	108	91	114	98
N#CC1=C(n2cccc2)NC2c3ccccc3Sc3ccccc3N2C1=N (stereo not drawn)	102	95	88	104	100	77	99	102
Nc1n[nH]c2cccc(C#Cc3cccc(NC(=O)c4cc(C(F)(F)F)cc(C(F)(F)F)c4)c3)c12	114	87	111	112	100	101	119	105
O=C1Nc2cc(Cl)ccc2Oc2cc(Oc3ccccc3)ccc21	63	65	75	61	49	51	73	74
Cn1c(=O)[nH]c(=O)c2nc(/C=C(\O)c3ccco3)c(=O)[nH]c21	100	95	.	103	105	89	102	99
CCCCOc1ccccc1I	107	93	95	.	101	85	95	99
COc1ccc2nc(-c3ccc(-c4noc(-c5ccc(Cl)cc5)n4)cc3)[nH]c2c1	63	77	67	94	87	32	96	78
N=C(N)c1ccc(S(N)(=O)=O)cc1	96	129	98	94	99	96	99	99
CC(C)N(C)/N=N/N(C)C(C)C	106	116	103	103	106	103	116	99
Cc1cccc(Nc2ncnc3c2cnn3-c2cccc(Br)c2)c1	98	96	89	101	.	92	97	101
CC[C@@H](C(=O)[C@@H](C)[C@@H](O)[C@H](C)[C@@H]1O[C@@H]([C@@H](CC)C(=O)O)CC[C@@H]1C)[C@H]1OC2(C=C[C@@H](O)[C@]3(CC[C@@](C)([C@H]4CC[C@](O)(CC)[C@H](C)O4)O3)O2)[C@H](C)C[C@@H]1C (stereo partly drawn)	27	-28*	31	11	1.4*	-29*	-34*	0.4*
O=C(O)c1ccc(Nc2ccnc(SCC(=O)c3ccc(-c4ccccc4)cc3)n2)cc1	95	101	94	105	91	73	92	99
CCN(CC)CCC(C)=O	120	106	92	.	113	75	96	97
Brc1ccc2c(-c3cncn3CCc3ccc4c(c3)OCO4)c[nH]c2c1	84	92	78	101	73	.	90	84
CC(C)(SC(c1ccccc1)(c1ccccc1)c1ccccc1)C(N)C(=O)O (stereo not drawn)	111	98	97	115	.	94	100	95
CC1=CC(=O)C(C(C)=NCc2ccccn2)C(=O)O1 (stereo not drawn)	98	111	103	104	104	105	102	105
COc1ccc2oc(=O)cc(-c3nnc(N)s3)c2c1	99	89	91	105	98	94	99	96
COc1ccc(-n2c(SCc3n[nH]c(=S)o3)nc3ccc(Cl)cc3c2=O)cc1	92	92	101	101	97	95	93	104
O=C1C=CC(=O)N1c1cc(Cl)ccc1Cl	105	116&111	107	105&111	108&125	95&87	105&104	109&119

Taken from above:
`COc1ccc2nc(-c3ccc(-c4noc(-c5ccc(Cl)cc5)n4)cc3)[nH]c2c1` in SF-268: 63
`O=C(/C(=C/c1ccc([N+](=O)[O-])cc1)c1ccccc1)c1ccccc1` in SF-268: 28
`CCCCCCCCCc1ccc(OC(=O)CC)cc1` in SF-268: 101
`C(CCCSC1=NCCN1)CCSC1=NCCN1` in SNB-75: 91
